# GPR35 arrestin U2OS = GPR35 antagonists blocking zaprinast-driven arrestin recruitment, primary screen, imaging, U2OS, beta-arrestin-GFP, zaprinast agonist (AID 2058). U2OS GPR35 beta-arrestin-GFP translocation imaging, zaprinast antagonism; higher % means a stronger effect. inhibition, % at 10 µM, or IC50 in µM where a hit was titrated. hit rate 0.052% among 290,000;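 active = inhibition of at least 50% with at least 30 cells and total cytoplasm GFP at most 10,000,000; inconclusive = under 30 cells or total GFP of 10,000,000 plus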
# Rac1 GTP hydrolysis = MgcRacGAP GTPase-activating activity inhibitors, confirmation, biochemical, ADP Hunter fluorescence; MgcRacGAP-stimulated Rac1 GTP hydrolysis, ADP Hunter fluorescence; higher % means a stronger effect; GST-tagged Rac1 F28L mutant substrate; one-dose inhibition, % at 30 µM; IC50 in µM for titrated hits; hit rate 0.6% among 340,000;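 active = first-screen hits whose inhibition reached a set limit at any dose in the follow-up dose series; inconclusive = inhibition above the set first-screen limit but never retested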;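 also: fluorescence reports GDP produced by GAP-driven GTP hydrolysis; strong numbers were not always called active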
# AID2073 = disruptors of CaV2.2 binding to Mint1 – biochemical, HTRF (AID 2073). HTRF protein-protein interaction, Mint1-CaV2.2; higher % means a stronger effect. inhibition, % at 20 µM; hits with a dose series show IC50 in µM. hit rate 0.19% among 290,000; in the data active = inhibition mostly above about 51%, no sharp cut-off; inconclusive = no clear call, values can overlap the other calls; inactive = mostly below about 53%; also: some results filed as inactive read as strong as hits
# NTR1 ag = NTR1-driven beta-arrestin-GFP spot formation – imaging, U2OS cells, high content, primary screen (AID 493036); P30989; agonist mode; activation, % at 20 µM; hit rate 0.17% among 330,000;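 active = activation at or above 40% of the spot to cytoplasm intensity ratio, with at least 20 cells analyzed; inconclusive = wells under 20 cells, flagged as cytotoxic or low count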;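 also: 0% = DMSO without peptide and 100% = 100 nM NTR1 peptide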
# Target sequence (P30989 whole entry, looked up): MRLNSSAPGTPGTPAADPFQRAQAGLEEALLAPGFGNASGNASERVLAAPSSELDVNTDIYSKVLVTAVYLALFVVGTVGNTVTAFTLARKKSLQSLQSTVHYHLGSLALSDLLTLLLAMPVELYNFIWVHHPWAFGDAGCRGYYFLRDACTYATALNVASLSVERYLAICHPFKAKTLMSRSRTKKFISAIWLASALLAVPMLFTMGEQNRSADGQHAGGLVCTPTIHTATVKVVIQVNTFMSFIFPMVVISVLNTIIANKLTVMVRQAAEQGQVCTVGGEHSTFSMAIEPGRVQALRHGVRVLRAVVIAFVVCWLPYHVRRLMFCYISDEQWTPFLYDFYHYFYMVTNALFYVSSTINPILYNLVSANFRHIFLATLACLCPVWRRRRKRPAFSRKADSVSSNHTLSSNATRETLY
# Dengue-2 NS5 capping = flavivirus cap methylation enzyme inhibition – biochemical, confirmation dose response, primary screen (AID 588689) | Dengue-2 NS5 methyltransferase capping enzyme assay, biochemical; higher % means a stronger effect | inhibition, % at 25 µM; hits with a dose series show IC50 in µM | hit rate 0.3% among 340,000; in the data active = a potency from the dose series; inconclusive = inhibition above about 29% without an active follow-up result
# Large T inhibition = TAg ATPase/helicase activity blockers – biochemical (AID 1903); SV40 large T antigen ATPase/helicase inhibition assay; higher % means a stronger effect; one-dose inhibition, % at 20 µM; IC50 in µM for titrated hits; hit rate 0.39% among 310,000; in the data active = a potency from the dose series; inconclusive = inhibition mostly from about 32% at the one dose, without a potency; inactive = the rest, 99 in 100 with inhibition below about 32%; also: strong numbers were not always called active
# GPR55 activation = selective activators of receptor GPR55 – imaging, U2OS cells, beta-arrestin-GFP redistribution, primary screen (AID 1961). activation, % at 10 µM, or EC50 in µM where a hit was titrated. U2OS GPR55 beta-arrestin-GFP redistribution imaging; higher % means a stronger effect. hit rate 0.048% among 290,000;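 active = activation above 40% with more than 50 cells counted in the well; inconclusive = wells holding fewer than 50 cells, flagged as toxic or sparse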;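 also: U2OS osteosarcoma cells stably expressing GPR55 and beta-arrestin-GFP; plate controls were DMSO negative control for no effect and LPI positive control for full effect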
# GPR55 antagonists = GPR55 antagonists blocking LPI-driven arrestin recruitment, primary screen, imaging, U2OS, beta-arrestin-GFP, LPI agonist (AID 2013). U2OS GPR55 beta-arrestin-GFP translocation imaging, LPI antagonism; higher % means a stronger effect. inhibition, % at 10 µM; hits with a dose series show IC50 in µM. hit rate 0.13% among 290,000;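 active = spots per cell inhibited over 60%, with over 100 cells counted and total cytoplasm intensity under 500,000; inconclusive = wells with under 100 cells, flagged as likely toxic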;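 also: U2OS cells stably carrying GPR55 and arrestin-GFP stimulated by 5 µM LPI near EC80; imaged beta-arrestin-GFP aggregate spots per cell after agonist stimulation; plate controls were LPI-stimulated DMSO wells for no effect and DMSO wells without LPI for full effect; some results filed as inactive read as strong as hits; confirmed hits need IC50 under 10 µM and bright autofluorescent wells are also inconclusive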
# Yfh1-depleted yeast = mitochondrial function rescue without frataxin homolog – Friedreich's ataxia, plus single-dose screen, dose response (AID 1465); S. cerevisiae Yfh1-off respiration, WST-1 reduction, 72 h; higher fold induction means a stronger effect; one-dose fold induction at 50 µM; EC50 in µM for titrated hits; hit rate 0.074% among 220,000;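 active = fold induction of absorbance versus untreated yeast above a set limit, then at least 30% activation at any dose in follow-up; inconclusive = repeats straddling the limit, or above it without dose testing; inactive = fold induction below the set limit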;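 also: activators that raise dye reduction in frataxin-depleted yeast; strong numbers were not always called active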
# NTR1 ag cell count 20 µM = also measured in NTR1 ag; calls as there; cell count; measured here: cell count, cytotoxicity flag
# Dengue-2 NS5 capping pilot replicate = recorded beside Dengue-2 NS5 capping, whose call it bears; inhibition, %; measured here: pilot screen replicate inhibition
# Active calls of the source: *; i = inactive; ? = inconclusive; . = not tested or not shown.
SMILES,GPR35 arrestin U2OS,Rac1 GTP hydrolysis,AID2073,NTR1 ag,NTR1 ag cell count 20 µM,Dengue-2 NS5 capping,Large T inhibition,GPR55 activation,GPR55 antagonists,Yfh1-depleted yeast,others
COC(=O)c1c(C)[nH]c(C(=O)C(C)OC(=O)C2=NNC(=O)CC2)c1C (stereo unspecified),-4%,11%,-1%,-0.3,57,-7%,6%,0.0%,11%,i,
Cc1cc(OCCN2CCCC2)ccc1C(C)C,0%,?,9%,-1.1,51,-5%,4%,-0.5%,11%,i,
CC(=O)c1cccc(NC(=O)Cn2cnc(S(=O)(=O)N3CCOCC3)c2)c1,3%,11%,1%,1.3,66,0%,7%,0.6%,1%,.,
CCOc1ccc(-n2c(SCC(N)=O)nc3sc4c(c3c2=O)CCN(C)C4)cc1,-1%,11%,4%,-0.7,42,-17%,20%,0.2%,4%,i,
Cc1ccn2c(=O)nc(SCC(=O)N3N=C(c4cccs4)CC3c3ccc(F)cc3)nc2c1 (stereo unspecified),.,-2%,.,5.0,59,-6%,6%,.,.,.,
COc1ccc(Nc2cc(C)nc3nc(C)nn23)c(OC)c1,6%,-1%,15%,4.6,38,3%,-14%,0.5%,5%,i,
Cc1c(C(=O)O)c(=S)sn1CCOc1ccccc1,-1%,3%,-14%,.,.,5%,-2%,-0.2%,10%,i,
O=C(C1CCCN(Cc2cc(Br)ccc2O)C1)N1CCCCC1 (stereo unspecified),-15%,26%,19%,-1.6,114,-6%,7%,0.0%,4%,.,
O=C(CSc1ncn[nH]1)NC1CC2CCC1C2 (stereo unspecified),4%,10%,-6%,-0.2,42,-5%,1%,-0.1%,-2%,i,
S=C1NCCNC(=S)NCCOCCOCCN1,-3%,.,2%,1.1,43,.,-4%,-0.3%,7%,i,
CCOc1ccc(S(=O)(=O)Nc2cccc(Cl)c2)cc1,.,1%,.,0.2,55,-4%,.,.,.,i,
COC(=O)c1cc(C)sc1NC(=O)CCCC(=O)O,11%,6%,4%,0.2,87,1%,3%,-0.2%,6%,i,
Cc1nn(Cc2ccccc2Cl)c(C)c1NC(=O)C1C2CCC(O2)C1C(=O)O (stereo unspecified),15%,6%,5%,.,.,-2%,1%,0.3%,6%,i,
Cc1cc(C)c2c(c1)C1C=CCC1C(c1ccc(S(=O)(=O)N3CCOCC3)cc1)N2 (stereo unspecified),-3%,2%,41%,0.1,57,-4%,20%,-0.1%,5%,i,
O=C(Nc1ccc(S(=O)(=O)N2CCCC2)cc1)c1c(F)cccc1F,-15%,8%,4%,1.1,64,0%,10%,-0.1%,4%,.,
O=[N+]([O-])c1ccc(-c2c(O)c3ccccc3c3nc4ccccc4nc23)cc1,-12%,3%,13%,4.1,75,4%,10%,0.2%,1%,i,
O=C(COc1ccccc1)Nc1ccccc1N1CCN(c2ccc(F)cc2)CC1,-11%,11%,11%,0.7,59,-2%,10%,-0.1%,6%,i,
COc1ccccc1OCCCOc1c(Cl)cc(C)cc1Cl,-2%,9%,0%,16,52,-4%,8%,0.3%,-5%,i,
CCN(CCCNC(=O)CC1Oc2ccc(C)cc2NC1=O)Cc1ccccc1 (stereo unspecified),-4%,9%,-7%,4.8,52,-2%,12%,-0.1%,-6%,i,
CC(NC(=O)COC(=O)c1cc([N+](=O)[O-])ccc1N1CCOCC1)c1ccccc1 (stereo unspecified),3%,3%,-6%,0.5,70,-7%,9%,-0.1%,-1%,.,
COc1cccc(NC(=O)[C@@H]2CCCN2S(=O)(=O)c2cccc3cccnc23)c1,.,2%,.,-1.7,53,-2%,9%,.,.,.,
O=C(O)CCCCCN1C(=O)/C(=C\c2cn(-c3ccccc3)nc2-c2cccs2)SC1=S,-11%,16%,61%,14,32,27%,17%,0.3%,35%,i,
CC(=O)c1ccc(OCC(=O)NCC(c2ccco2)N2CCCCC2)cc1 (stereo unspecified),3%,3%,-5%,1.0,43,2%,11%,0.0%,1%,i,
Fc1ccc2[nH]c3c(NCCN4CCOCC4)ncnc3c2c1,0%,14%,?,1.9,75,3%,-1%,0.3%,-14%,i,
COc1cc(C(C#N)N2N=C(c3ccccc3)CC2c2ccccc2)ccc1O (stereo unspecified),1%,8%,-19%,-2.5,48,2%,2%,-0.1%,6%,i,Dengue-2 NS5 capping pilot replicate=-0.3
Cc1c(C#N)c2ccccc2n1C,-5%,3%,15%,1.1,40,-3%,-4%,0.3%,-18%,i,
COc1ccc(C(F)(F)F)cc1N/C=C\c1nnnn1-c1ccc(C)cc1,-2%,-2%,-5%,3.1,85,-3%,4%,0.3%,18%,i,
COc1ccc2c(c1)CCc1c(C(=O)N3CCCCCC3)noc1-2,13%,-2%,-4%,3.3,81,2%,4%,-0.1%,1%,i,
Cc1ccccc1-c1ncc(CN2CCN(C3CCCCC3)C(CCO)C2)cn1 (stereo unspecified),18%,13%,-8%,1.3,56,62%,13%,-0.1%,10%,i,
CC(C)(C)/C(O)=C(/C#N)c1nc2ccccc2[nH]1,-7%,-6%,-5%,2.4,88,-5%,-3%,-0.1%,14%,i,Dengue-2 NS5 capping pilot replicate=1.4
COc1ccc2nc(N3CCN(C(=O)c4ccc([N+](=O)[O-])o4)CC3)sc2c1,.,9%,.,3.1,62,-2%,13%,.,.,.,
O=C(CCSc1ccccc1)Nc1ccc(OCc2ccccc2)cc1,1%,13%,2%,-0.2,43,-3%,0%,0.2%,11%,i,
CCCc1cc(=O)[nH]c(Nc2cc(OC)ccc2OC)n1,-10%,9%,-9%,-0.2,53,1%,3%,0.4%,17%,i,
CCOc1ccc(OCCC(=O)OC(C)C(=O)Nc2ccc(C(C)=O)cc2)cc1 (stereo unspecified),-2%,-3%,11%,-1.2,73,0%,1%,-0.1%,-2%,.,
O=C(Cc1ccc(Cl)cc1)Nc1ccccc1Sc1ccccc1,-2%,2%,-2%,6.1,74,-3%,14%,0.4%,10%,i,
CCOc1ncccc1C(=O)NCc1ccc(OC)c(OC)c1,10%,4%,-7%,-1.6,63,-6%,5%,0.2%,1%,i,
Cc1nn(C)c2c(=O)c(=O)c2n(C)[nH]1,-10%,-2%,6%,0.3,48,10%,19%,-0.2%,0%,i,
COc1ccc(/C=C(\C#N)c2nc3ccccc3[nH]2)cc1O,-14%,18%,-11%,1.0,68,-19%,.,-0.1%,4%,.,
COc1ccc(Nc2cc(C)nc3c(C)cccc23)cc1OC,1%,1%,6%,-0.7,79,-1%,1%,-0.2%,20%,.,
CC(=O)NS(=O)(=O)c1ccc(NC(=O)c2oc3c(Cl)cccc3c2C)cc1,8%,.,2%,-2.6,58,.,12%,-0.2%,3%,i,
O=C(Nc1nc(-c2ccco2)c(-c2ccco2)s1)c1ccco1,.,25%,.,1.0,79,8%,71%,.,.,.,
NS(=O)(=O)c1ccc(N2N=C(c3ccccc3)CC2c2ccccc2)cc1 (stereo unspecified),-48%,5%,48%,12,33,-5%,17%,-0.1%,34%,i,
COC(=O)C[C@H]1c2cc(F)ccc2S(=O)(=O)N1C(C)C,.,11%,.,-1.9,107,-3%,11%,.,.,i,
CCOC(=O)Cc1csc(NS(=O)(=O)c2ccc([N+](=O)[O-])cc2)n1,2%,7%,13%,-1.2,61,1%,-5%,-0.2%,22%,.,
COc1cccc(CNC(=O)CCNS(=O)(=O)c2ccc3[nH]c(=O)oc3c2)c1,13%,2%,6%,0.3,55,-13%,11%,-0.1%,17%,.,
COc1cccc(OC)c1CN1CCCC(C(=O)c2ccccc2SC)C1 (stereo unspecified),19%,4%,-20%,0.2,37,-8%,9%,-0.1%,28%,i,
C/C(CCc1ccc2c(c1)OCO2)=N\NC(=O)c1ccccc1Cl,-11%,8%,-4%,-0.3,60,0%,7%,0.8%,3%,i,
CCOCCCNC(=O)CN1C(=O)NC(Cc2c[nH]c3ccccc23)C1=O (stereo unspecified),4%,10%,11%,-1.2,90,-7%,20%,0.6%,2%,.,
CC1CCCCN1Cc1c(O)ccc2c(=O)c(-c3ccc(Cl)cc3Cl)coc12 (stereo unspecified),-7%,8%,22%,0.0,59,-10%,10%,1.2%,7%,.,
CC(=O)OC1CSc2nc3ccccc3n2C1 (stereo unspecified),-9%,5%,-8%,1.5,64,3%,-1%,0.3%,16%,i,Dengue-2 NS5 capping pilot replicate=-4.5
Cc1nn(-c2ncc(C(F)(F)F)cc2Cl)c(=O)n1-c1ccccc1F,8%,2%,0%,-0.1,58,-6%,10%,0.1%,20%,i,
Nc1nccnc1C(=O)OCC(=O)c1ccc[nH]1,.,3%,.,1.5,52,-1%,14%,.,.,.,
CCCCCN(C(=O)CCC(=O)OCc1cccc(C)c1)c1c(N)n(CCCC)c(=O)[nH]c1=O,.,5%,.,-0.8,67,-2%,11%,.,.,.,
O=C(c1cn(-c2ccccc2)nc1-c1cccs1)N1CCN(c2ccccc2)CC1,-8%,8%,4%,5.1,77,-2%,6%,-0.4%,-2%,i,
CCOC(=O)N1CCN(c2c(NCCCN3CCCCCC3)c(=O)c2=O)CC1,7%,1%,-10%,0.1,81,-1%,4%,-0.2%,11%,i,
CC1CCCCC1NC(=O)c1cc2c(=O)n3ccccc3nc2n1C (stereo unspecified),4%,12%,?,3.5,62,2%,12%,-0.1%,3%,.,
C=CCn1c(=N)n(CC(=O)O)c2ccccc21,22%,4%,4%,-0.6,57,3%,2%,0.3%,8%,i,
Cc1ccc(-c2ccc(SCC(=O)NC3CCCC3)nn2)cc1,7%,9%,2%,0.9,50,-2%,19%,-0.2%,6%,.,
CCCCn1c(O)c(/C=C2\C=NN=C2c2ccccc2)sc1=S,-11%,9%,4%,24,59,0%,26%,1.5%,5%,i,
COc1ccc(C2=NS(=O)(=O)N(C)C(C(=O)NCc3ccccn3)=C2)cc1,0%,4%,3%,-1.5,62,-3%,.,-0.1%,21%,.,

# Bioassay records (PubChem)
